# AI-2 QS mod = Vibrio harveyi AI-2 quorum sensing modulators, primary screen, JMH597 strain, luminescence/OD600 ratio; 0.4% of 300,000 active; activity change, % at 7.5 µM; AID 2094, 2009; Vibrio harveyi JMH597 AI-2 luminescence/OD600 ratio, 9 h; hits give low values; strain lacks LuxN and CqsS sensors; 0 = neutral-control median; in the data active = activity change below about -75%, passing the limit was not always enough;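 note: luminescence divided by OD600 gain over 9 h not by final OD600 alone; inactives centre near 13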
# HSF1 inhib = HSF1 inhibitors in luciferase reporter cells, primary screen, cell-based, NIH3T3, luminescence; activity change, negative = inhibition, % at 7.5 µM (by protocol); 0.77% of 300,000 active; NIH3T3-HGL HSE-luciferase, MG132-induced, luminescence 8 h; hits give low values;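 active = more than half of replicate wells show activity change below -50%, luminescence cut by over half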;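 note: luciferase reports HSF-1 transcriptional activity via heat shock element; 0% = median of DMSO wells and -100% = zero luminescence signal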
# aSyn 5UTR inh = MLPCN primary screen, SNCA 5' untranslated region. alpha-synuclein 5'UTR reporter, inhibitor activity. inhibition, % (tested at 7.5 µM). 0.82% of 300,000 active; in the data active = inhibition above about 60%;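 note: H4 neuroglioblastoma cells stably carrying SNCA 5'UTR luciferase fusion; 0% = DMSO wells and 100% = positive control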
# KLF5 inh = KLF5 expression inhibitors, primary screen, DLD-1 cells, luminescence. 0.23% of 290,000 active. DLD-1 KLF5 promoter-luciferase reporter. inhibition, % at 5 µM;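 active = inhibition above a per-plate limit of that plate's mean compound inhibition plus 3 SD, cut at about 60% in these data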;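 note: 0% = DMSO wells and 100% = LY294002 at 200 µM; higher means less KLF5 promoter-driven luciferase light; inactives centre near -14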
# GSK3B inh = human GSK3beta kinase inhibitors, primary screen, biochemical, cell-free homogeneous, HTS | Glycogen synthase kinase-3 beta (Homo sapiens), P49841 | 0.038% of 300,000 active | GST-GSK3beta kinase, ADP-Glo luminescence, 60 min; hits give low values | AID 2097, 2009 | activity score (negative = inhibition), % at 10 µM;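 active = more than half of replicate wells score below -50%, meaning over 50% inhibition versus plate controls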;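 note: 0% = median DMSO wells and -100% = median GW8510 positive control wells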
# Target sequence (P49841 whole entry, looked up): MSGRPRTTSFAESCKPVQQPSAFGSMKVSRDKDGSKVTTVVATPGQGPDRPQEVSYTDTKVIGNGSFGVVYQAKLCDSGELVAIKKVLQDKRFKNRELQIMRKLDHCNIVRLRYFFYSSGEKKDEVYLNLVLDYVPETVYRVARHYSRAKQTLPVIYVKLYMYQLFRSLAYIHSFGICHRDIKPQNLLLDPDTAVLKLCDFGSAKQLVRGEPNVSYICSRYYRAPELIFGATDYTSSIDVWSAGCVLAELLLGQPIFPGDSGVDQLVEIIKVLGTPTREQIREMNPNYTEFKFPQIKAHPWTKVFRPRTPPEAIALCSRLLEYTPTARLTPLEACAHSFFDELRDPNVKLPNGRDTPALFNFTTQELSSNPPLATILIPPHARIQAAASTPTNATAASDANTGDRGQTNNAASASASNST
#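 Test system – GST-tagged human GSK3beta kinase, cell-free · Incubation – 60 min enzyme reaction, room temperature · Signal – ADP-Glo luminescence · Also added – peptide substrate and ATP at 25 µM · Controls – DMSO neutral wells and GW8510 at 20 µM as positive · Buffer or medium – Tris/MgCl2 kinase buffer · Measure – Luminescence-derived activity versus plate DMSO and GW8510 wells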
# PolyA inhibitor = polyadenylation inhibitors in yeast reporter cells, primary screen, luminescence, S. cerevisiae. S. cerevisiae SKY197-pL101 polyadenylation reporter, beta-gal luminescence; efflux-impaired pdr1/pdr3 knockout yeast; score 100 = 6 SD above DMSO. calls only at 12 µM. 0.02% of 300,000 active. AID 1875, 2009;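 active = lowest replicate activity score at least 50, where 100 means six control SD above control mean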;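 note: yeast exposed to compound for 9 h at 30 °C; higher score means more reporter readthrough which indicates perturbed polyadenylation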
# GSK3 alpha inh = blockers of GSK3A enzyme activity – biochemical, luminescence, cell-free homogeneous, HTS, primary screen | 0.1% of 320,000 active | inhibition, % at 10 µM | GSK-3 alpha kinase, ADP-Glo luminescence, 60 min;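 in the data active = inhibition above about 50%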;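 note: GST-tagged GSK-3 alpha with peptide substrate and 25 µM ATP; 0% = DMSO neutral wells and 100% = GW8510 positive control wells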
# Target sequence (P49840 whole entry, looked up): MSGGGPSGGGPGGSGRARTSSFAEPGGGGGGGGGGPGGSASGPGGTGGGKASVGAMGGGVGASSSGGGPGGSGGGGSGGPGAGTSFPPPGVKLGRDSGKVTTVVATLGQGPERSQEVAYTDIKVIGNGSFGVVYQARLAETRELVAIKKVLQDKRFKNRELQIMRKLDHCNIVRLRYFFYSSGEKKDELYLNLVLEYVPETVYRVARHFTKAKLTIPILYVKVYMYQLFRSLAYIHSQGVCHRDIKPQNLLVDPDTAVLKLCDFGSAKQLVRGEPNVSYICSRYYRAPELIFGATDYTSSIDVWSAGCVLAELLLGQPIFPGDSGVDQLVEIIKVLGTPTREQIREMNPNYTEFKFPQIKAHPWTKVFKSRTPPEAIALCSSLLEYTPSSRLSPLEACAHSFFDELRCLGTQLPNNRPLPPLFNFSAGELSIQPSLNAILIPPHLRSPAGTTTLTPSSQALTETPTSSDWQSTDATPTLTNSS
# HSF-1 act = HSF-1 activators, primary screen, NIH3T3-HGL cells, MG132 stress, luminescence, single point; 1.7% of 300,000 active; activation, % at 9 µM; NIH3T3-HGL HSF-1 luciferase reporter, 8 h; 100% = twice DMSO control signal;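 active = mean replicate activation of at least 50% with a set share of replicates each reaching 50%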;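 note: 0% = median of the neutral control wells and 100% = twice that signal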
# HSP90 inh = HSP90 inhibitors, primary screen, cell lysate, luminescence. Heat shock protein HSP 90 (rabbit reticulocyte lysate; luciferase refolding). Rabbit reticulocyte lysate, luciferase refolding luminescence, 3 h. inhibition, % at 5.6 µM. 0.91% of 290,000 active. AID 1789, 2009;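 active = inhibition above the screen-wide mean plus 3 SD, computed separately per campaign, cut at about 16% in these data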;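 note: 0% = DMSO wells and 100% = 60 µM geldanamycin wells; inhibitors lower the luminescence because luciferase stays unfolded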
# IEC-6 tox = cytotoxicity in IEC-6 intestinal epithelial cells, primary screen, cytotoxicity control for KLF5 inhibitor project, cell-based, luminescence; 0.78% of 290,000 active; AID 1825, 2009; IEC-6 cytotoxicity, luminescence viability; inhibition, % at 5 µM; in the data active = inhibition above about 22%;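 note: 0% = plate median of test compound wells and 100% = cytotoxic reference compound wells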
# * hit, by the source's call; i = inactive; nt = no result given. An excerpt; rates above refer to the full screens.
no.	canonical_smiles	AI-2 QS mod	HSF1 inhib	aSyn 5UTR inh	KLF5 inh	GSK3B inh	PolyA inhibitor	GSK3 alpha inh	HSF-1 act	HSP90 inh	IEC-6 tox
1	COc1ccccc1OCCCC(=O)Nc1nccs1	31	11	-97	-78	5	i	-2	29	-3	-4
2	CN(C)c1ccc(/C=C/C#N)cc1	1	0	-1	-8	2	i	-1	-6	-1	-2
3	COc1ccccc1CN1CC(C(=O)NCc2cnn(C)c2)CCC1=O (centres undefined)	26	-6	-15	-47	0	i	-1	1	-5	-6
4	CCc1ccc2nc(NC(=O)c3cc(C)on3)sc2c1	12	21	-66	-64	0	nt	-2	35	2	20
5	CC(C)(C)c1cc(CNC2CS(=O)(=O)C[C@@H]2O)cc(C(C)(C)C)c1O (some centres undefined)	8	-2	-35	-11	-2	i	2	2	-5	5
6	CC(C)(C)n1nc(C2CC2)cc1NC(=O)Nc1ccc(Cl)cc1	31	2	-26	0	-3	i	2	23	5	1
7	Nc1ccc(S(=O)(=O)c2ccccc2)nc1	5	-10	1	-15	-3	i	-3	-1	7	-7
8	O=C(NCc1ccccc1Cl)c1ccncc1	6	-4	-10	-38	-2	i	1	-5	-2	-1
9	O=c1c(NCCc2ccccc2)c(-c2ccccc2)c1=O	3	-2	6	-44	0	i	-2	2	-8	1
10	COc1cccc(C(=O)Nc2cc(Cl)c(O)c(Cl)c2)c1	30	-2	-32	13	7	i	-3	1	-1	-3
11	CCCCOc1ccc(C(NC(=O)OCC)NC(=O)OCC)cc1	-2	-5	-17	-4	2	i	1	11	2	-7
12	CC(C)CNC(=O)c1nc(-c2ccccc2)n(-c2ccccc2)n1	36	-4	26	-4	3	i	-3	9	2	0
13	O=C(CSc1nc(N2CCCCC2)nc(N2CCCCC2)n1)N1CCN(c2ccccc2)CC1	-7	2	31	10	-1	i	nt	30	3	-6
14	Cc1cc(C(=O)NN=C(Cc2ccccc2)Cc2ccccc2)c(C)o1	11	1	-40	-16	2	i	-3	10	-3	5
15	COC(=O)C1CSC(C(=O)OC)N1C(=O)Nc1ccc(Cl)cc1 (centres undefined)	6	-16	17	-18	-1	i	-1	-35	-2	-1
16	NC1=NC[C@H](Cc2ccccc2)N1CCc1cccc(F)c1	12	-9	21	nt	-3	i	4	-18	nt	nt
17	CCOC(=O)C1=C2SCCN2C(=O)C(C#N)C1(C)C (centres undefined)	13	-1	-1	0	-2	i	0	6	-1	-1
18	CCN=c1scc(C)n1/N=C/c1ccc(O)c(O)c1O	57	10	-14	-24	-4	i	nt	13	0	-12
19	Cc1c(Nc2nc3ccccc3nc2NS(=O)(=O)c2ccccc2)c(=O)n(-c2ccccc2)n1C	26	3	1	-9	6	i	0	1	-2	0
20	CCN1C(=O)N[C@@H](c2cccc(C(F)(F)F)c2)[C@H](C(=O)OC)[C@H]1C	7	-5	-2	nt	-3	i	-1	2	nt	nt
21	Cc1cccc(NC(=O)Cn2c(=O)oc3cc(S(=O)(=O)N4CCCC4)ccc32)n1	6	-7	3	-12	0	i	2	-5	4	3
22	COc1cc(/C=N/NC(=O)c2cccc3ccccc23)ccc1OCC(N)=O	42	1	-15	nt	-2	i	-2	5	nt	nt
23	Cc1cccc2cc(C#N)c(SCC(=O)NCc3cccs3)nc12	8	-10	25	4	-1	i	13	5	0	6
24	Cc1cccc(-n2c(C)cc(C=C3C(=O)c4ccccc4C3=O)c2C)c1	2	nt	-91	-19	-1	i	1	nt	0	3
25	COc1cccc(C(=O)c2ncc(C(F)(F)F)cc2Cl)c1	33	5	0	-11	1	i	-6	11	-2	-5
26	CCOCCCNCc1ccc(OCc2ccccc2C)c(OC)c1	8	4	-16	-4	-1	i	-2	16	1	0
27	O=C(Nc1cccc(Cl)c1)c1cccnn1	17	6	-16	-19	-3	i	2	-1	2	-1
28	COc1ccc(NS(=O)(=O)c2cn(C)cn2)cc1OC	9	-4	6	-3	2	i	0	-6	-2	2
29	CCc1cccc(NC(=S)N(CCCN2CCOCC2)C(C)c2cc3cccc(OC)c3o2)c1 (centres undefined)	11	nt	-26	-31	-1	i	0	nt	0	-5
30	CC1(C)CC(=S)Nc2ccccc2S1	18	4	37	11	1	i	-3	4	11	2
31	COc1ccc(C2CC(=O)c3cnc(N4CCc5ccccc54)nc3C2)c(OC)c1 (centres undefined)	1	8	-10	1	0	i	0	23	5	8
32	CCc1sc(NS(C)(=O)=O)nc1-c1ccccc1	28	12	-8	-25	8	i	-8	20	2	0
33	CC(C)c1ccc(C2C(C#N)=C(N)N3C(=C2C#N)Sc2ccccc23)cc1 (centres undefined)	17	-11	-14	-48	3	i	-6	-8	9	6
34	O=C(CSCc1c(Cl)cccc1Cl)NN=C1CCCC1	25	-2	9	-8	-1	i	-4	-9	6	3
35	COc1ccc(C(=O)CSc2n[nH]c(-c3ccncc3)n2)cc1[N+](=O)[O-]	59	-7	-1	-13	-4	i	0	-1	-5	-14
36	O=C(Cc1ccccc1)NCc1cccnc1	10	0	2	8	2	i	-5	10	-2	-3
37	CCS(=O)(=O)N1CCCC(C(=O)NC2CCCCC2C)C1 (centres undefined)	29	3	1	-42	-2	i	-2	-8	4	-1
38	Cn1c(NC(=O)c2ccccc2F)cc(=O)n(C)c1=O	28	6	10	-40	2	i	-2	10	-1	-1
39	CN1CCc2c(c3c(n2C)CCN(C)C3c2ccc(F)cc2)C1c1ccc(F)cc1 (centres undefined)	17	2	0	-24	1	i	-3	18	-6	2
40	CNc1nnc(-c2ccc(N(C)C)cc2)s1	nt	nt	nt	-24	nt	nt	3	nt	20*	1
41	Cc1ccc(C23CC4CC(CC(NC(=O)N5CCN(C)CC5)(C4)C2)C3)cc1	14	nt	nt	-20	-2	i	1	nt	-3	-4
42	Cc1ccc(C)c(Oc2coc3cc(OC(=O)c4cccs4)ccc3c2=O)c1	14	7	26	-21	2	i	-2	-3	0	0
43	COc1ccc(-c2cc(C(=O)Nc3sc4c(c3C#N)CCCC4)c3ccccc3n2)cc1	nt	nt	nt	-7	nt	nt	-3	nt	-1	-3
44	O=C(O)/C=C/C(=O)NCCCc1ccccc1	4	1	-6	-9	1	i	-1	-11	-1	-1
45	CCOc1ccccc1CNC(=O)c1cc2oc3ccccc3c2n1CC	10	-2	66*	-22	5	i	-2	-10	-1	-1
46	CCOc1ccc2nc(NC(=O)CSc3nc4cccnc4n3C)sc2c1	20	-1	-31	1	-35	i	1	-24	-4	-5
47	Cc1cccc(Oc2sc(C(=O)c3ccccc3)c(N)c2C#N)c1C	7	1	-1	-13	2	i	-2	12	-1	-2
48	Cc1cccc(/C(N)=N/OC(=O)C23CC4CC(CC(C4)C2)C3)c1	13	-42	-114	28	6	i	1	-53	4	6
49	O=C(Nc1ccccc1)c1ccc(NCCc2ccccc2)c([N+](=O)[O-])c1	45	-21	-3	-2	2	i	3	-19	1	0
50	COCC(=O)Nc1ccc2nc3n(c(=O)c2c1)CCCCC3	82	-4	3	0	3	i	1	0	0	3
51	Cc1cc(C)c(S(=O)(=O)Nc2ccc(O)cc2)cc1C	3	-4	26	-19	-1	i	0	13	4	1
52	O=C(NCCN1CCCCC1)c1cc(COc2c(F)cccc2F)on1	11	1	-5	-23	1	i	0	6	0	-2
53	Cc1ccc(C(=O)N/C(=C\c2cccs2)C(=O)NCCCn2ccnc2)cc1C	-2	nt	18	1	-4	i	-1	nt	0	2
54	COC(=O)CSc1nc2c(c(-c3ccc(C)o3)c1C#N)CCCC2	0	5	20	-15	1	i	-5	18	6	-2
55	O=C(Nc1ccc(F)cc1)c1sccc1SCc1cccc(C(F)(F)F)c1	28	18	-34	-36	-3	i	-2	32	-1	-10
56	Cc1ccc(Oc2nnc(-c3cccs3)c3ccccc23)cc1C	16	5	56	-4	3	i	-2	3	-6	3
57	O=C(O)c1ccc(Cl)c(S(=O)(=O)N2CCCCCC2)c1	32	-9	32	-4	-1	i	0	-14	7	5
58	O=S(=O)(NCc1ccc2c(c1)OCO2)c1cccc(F)c1	-6	-6	21	2	-2	i	4	-4	1	-8
59	O=C1CC(c2cccc(F)c2)C2=C(CCCC2=O)N1 (centres undefined)	9	-7	16	-2	2	i	-2	-21	-2	-3
60	CCCc1[nH]nc2c1C(c1ccc(OC)c(CSC3=NCCS3)c1)C(C#N)=C(N)O2 (centres undefined)	31	11	8	-13	0	i	0	41	5	-2

# (list continues)
no.	canonical_smiles	AI-2 QS mod	HSF1 inhib	aSyn 5UTR inh	KLF5 inh	GSK3B inh	PolyA inhibitor	GSK3 alpha inh	HSF-1 act	HSP90 inh	IEC-6 tox
61	CCCc1cc(=O)oc2c(C)c(OS(C)(=O)=O)ccc12	37	1	24	1	0	i	1	12	-2	-3
62	O=S(=O)(c1ccc(F)cc1)N1CCCN(c2nccc(C(F)(F)F)n2)CC1	26	4	0	-27	-3	i	-1	7	1	-3
63	O=C(COc1ccccc1)NC1CCN(Cc2ccccc2)CC1	18	1	-22	-20	-3	i	2	4	-4	-4
64	COc1cc(CN2CCC(C(=O)NC3CCCC3)CC2)ccc1O	50	11	7	-23	-1	i	-1	2	-3	-3
65	COc1ccccc1OCC(=O)Nc1ccc(S(=O)(=O)NC(C)=O)cc1	0	-10	18	16	8	i	-3	11	0	-5
66	O=C(CCN1C(=O)S/C(=C\c2ccc(F)cc2)C1=O)Nc1ccc(O)cc1C(=O)O	20	-6	9	-39	1	nt	-2	2	1	0
67	CC(CC(=O)O)CC(=O)Nc1cc(C(F)(F)F)cc(C(F)(F)F)c1 (centres undefined)	-2	-4	-11	20	3	i	-1	4	12	6
68	COc1ccc(S(=O)(=O)NCC(c2ccc(C)cc2)N2CCN(C)CC2)cc1 (centres undefined)	7	4	-5	nt	3	i	-1	-1	nt	nt
69	CC(=O)N1CCc2cc(S(=O)(=O)CCC(=O)N3CCN(c4cc(C)ccc4C)CC3)ccc21	9	0	29	-12	4	i	-1	1	-6	13
70	Cc1sc2ncnc(N3CCC(C(=O)N(C)CC(=O)Nc4ccccc4Cl)CC3)c2c1C	13	-13	12	-42	-4	i	2	-13	0	-6
71	CN(Cc1ccccc1)C(=O)c1cc(=O)[nH]c2ccccc12	21	1	6	-8	1	i	0	2	-4	-1
72	Nc1ccccc1NC1=CC(=O)CC(c2ccccc2)C1 (centres undefined)	-3	13	-4	14	-1	i	-1	21	0	31*
